# RORgamma inh: qHTS for inhibitors of ROR gamma transcriptional activity. Nuclear receptor ROR-gamma (Mus musculus), P51450. Drosophila S2 Gal4-RORgamma UAS-luciferase reporter, 20 h. Potency, µM (doses to about 53.6 µM), without a hit: at the highest dose activity change, negative = inhibition, usual class: inhibitors. hit rate 5.4% among 310,000. AID 2551, 2010; also: nearly all actives have a fitted effect of over 60% in size
# Target sequence (P51450 whole entry, looked up, the tested form may be a part): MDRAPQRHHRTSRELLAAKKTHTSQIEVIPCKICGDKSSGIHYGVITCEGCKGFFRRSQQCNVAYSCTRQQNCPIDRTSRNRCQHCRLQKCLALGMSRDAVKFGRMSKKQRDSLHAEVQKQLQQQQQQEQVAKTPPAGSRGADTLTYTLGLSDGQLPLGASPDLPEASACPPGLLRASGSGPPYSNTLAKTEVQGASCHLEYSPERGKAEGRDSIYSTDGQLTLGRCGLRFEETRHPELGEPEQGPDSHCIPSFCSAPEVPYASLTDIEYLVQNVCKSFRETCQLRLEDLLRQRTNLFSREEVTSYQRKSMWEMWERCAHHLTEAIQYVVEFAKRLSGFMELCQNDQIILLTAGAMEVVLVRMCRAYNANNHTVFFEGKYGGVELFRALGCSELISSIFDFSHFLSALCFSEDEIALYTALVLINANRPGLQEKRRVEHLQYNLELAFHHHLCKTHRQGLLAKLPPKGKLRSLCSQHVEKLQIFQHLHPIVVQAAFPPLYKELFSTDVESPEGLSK
#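 Stably transfected Drosophila Schneider cells are the test system, with ROR gamma fused to Gal4 and luciferase under UAS control; luminescence is read after 20 hr of 700 uM copper sulfate induction at ambient temperature.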
# VP16 counter: VP16 counterscreen qHTS for inhibitors of ROR gamma transcriptional activity; Drosophila S2 Gal4-VP16 UAS-luciferase, luminescence, 20 h; Potency, µM (top dose mostly 53.6 µM), without a hit: at the highest dose activity, negative = inhibition, usual class: inhibitors; hit rate 3.5% among 310,000; AID 2546, 2010;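 also: Gal4-VP16 expression switched on by copper sulfate through the metallothionein promoter; nearly all actives have a fitted effect of over 50% in size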
# * marks the source's active call; other numbers are inactive results; u = inconclusive; & = joins results of further samples; [ ] = remark or other dose. Calls follow the shape of the dose curve; as a rule, active = well fitted curve in the direction sought with a large enough effect; inconclusive = small, poorly fitted or top-dose-only effect, or another doubt; inactive = no such curve, though single readings can be large; an effect the other way counts as inactive or inconclusive. % is scaled to controls: 0 for no effect and ±100 for the full control effect; potency is read from the fitted curve at half-maximal effect.
SMILES,RORgamma inh,VP16 counter
COC(=O)N1[C@H]2CC[C@@]3(C)C=C(C)O[C@]1(C)C3c1ccccc12,17%,-3%
c1ccc(C(c2ccccc2)N2CC3(CCNCC3)C2)cc1,11%,18%
C[C@H](N)C(=O)N[C@@H](CO)C(=O)N[C@H](C(=O)N[C@H](C(=O)N[C@H](C(=O)N[C@@H](CC(N)=O)C(=O)N[C@@H](Cc1ccc(O)cc1)C(=O)N[C@H](C(=O)O)[C@@H](C)O)[C@@H](C)O)[C@@H](C)O)[C@@H](C)O,2%,3%
COc1ccccc1-c1nccc(NC2CCNCC2)n1,-19%,0%
CO[C@@H]1COC(=O)[C@@H](CCSC)NC(=O)C/C=C\[C@@H](C)COC(=O)CCC[C@H]1C,-15%[10 µM],-6%[10 µM]
O=c1c(-c2ccc(Cl)cc2)nc2cncnc2n1Cc1ccccc1Cl,-8%,-6%
c1cc2c3c(c1)ccc1cccc(c13)C2,8%,3%
O=C1CC(c2ccccc2O)Oc2ccc(O)cc21 (stereo unspecified),14%,-7%
CCCN1CCC(=O)N(C(CSc2ccc(OC)cc2)c2ccccc2)CC1 (stereo unspecified),1%,-13%
O=C1N[C@@H]2[C@H](CCCCC(=O)Oc3ccc([N+](=O)[O-])cc3)SC[C@H]2N1,16%,3%
O=C1Oc2ccccc2C(=O)C1C(CC(O)c1ccc(-c2ccc(Br)cc2)cc1)c1ccccc1 (stereo unspecified),u,-9%
O=c1c(-c2ccc(F)cc2)nc2cnc(N3CCOCC3)nc2n1C[C@H]1CCCO1,3%,-4%
CS(=O)(=O)Nc1cccc(-c2ccc3ncnc(N4CCNCC4)c3c2)c1,u,1%
CS(=O)(=O)N1CCC[C@@]2(CCN(Cc3nccs3)C2)C1,3%,-11%
CN(C)c1ccc(-c2nc(Nc3ccncc3)c3ccccc3n2)cc1,u,16µM*
CC(C)=CCC/C(C)=C/CC/C(C)=C/CC/C=C(\C)CC/C=C(\C)CCC=C(C)C,9%,-4%
CNC(=S)NCCCCc1cnc[nH]1,7%,4%
CCNc1ncc2nc(CCc3ccccc3)c(=O)n(C)c2n1,u,-16%
COc1cccc(-c2nccc(NCc3cccc(C)c3)n2)c1,9%,-23%
CS(=O)(=O)N1CCC2(CCN(C(=O)Nc3cccc(C#N)c3)CC2)CC1,30%,u

# Reprinted from the part before: two entries; new compounds follow.
SMILES,RORgamma inh,VP16 counter
COc1cccc(-c2nccc(NCc3cccc(C)c3)n2)c1,9%,-23%
CS(=O)(=O)N1CCC2(CCN(C(=O)Nc3cccc(C#N)c3)CC2)CC1,30%,u
Nc1nc(NCCc2ccc(O)cc2)nc2nc(-c3ccco3)nn12,15%,-2%
COC(=O)C1=C[C@@H](C(=O)OC)C2C3=C(C(=O)[C@@]2(CC(C)C)NC(=O)c2ccccc2)[C@H](C)n2c(=O)n(C)c(=O)n2[C@@H]3C1 (stereo partly specified),13%,0%
O=C(c1ccco1)N1CCC2(CCCN(Cc3ccccc3)C2)CC1,0%,-17%
C=CCC(C)(Nc1ccccc1)C(=O)OCC (stereo unspecified),-3%,5%
Cc1cnc(CNc2nc(-c3ccc(N(C)C)cc3)nc3ccccc23)cn1,u,11µM*
COCCn1c(=O)c(-c2ccc(F)cc2)nc2cnc(N3CCOCC3)nc21,43%,-11%
C=C[C@]1(C)CC(=O)[C@@]2(O)[C@@]3(C)C(O)CCC(C)(C)C3C(O)C(OC(C)=O)[C@@]2(C)O1 (stereo partly specified),1%,5%
CC1CC=CC2C1C(=O)N(Cc1ccccc1)C2c1ccc(-c2ccc(F)cc2)cc1F (stereo unspecified),27%,-11%
C[C@@]1(O)C(O)[C@@H](CO)O[C@H]1n1cnc2c(NC3CCCC3)nc(Cl)nc21 (stereo partly specified),32%,-17%
Cc1noc(C)c1-c1ccc2ncnc(NCc3cccnc3)c2c1,-38%,-6%
COc1ccc(NC(=O)N2CCCC3(CCN(C(=O)c4cnccn4)CC3)C2)cc1,-3%,4%
C[C@H]1[C@H](C)CC[C@]2(C=O)CC[C@]3(C)C(=CC[C@@H]4[C@@]5(C)C[C@@H](O)[C@H](O)[C@@](C)(CO)[C@@H]5CC[C@]43C)[C@H]12,-43%,u
COc1ccc(OC)c2c(=S)c3ccccc3[nH]c12,-42%,-16%
CO[C@H]1COC(=O)C/C=C\[C@H](C)[C@H](OC)COC(=O)[C@@H](C)COC(=O)C/C=C\[C@@H]1C,-16%&-4%[10 µM],1%&2%[10 µM]
C[C@H]1CC[C@@H]2N(C1)C[C@H]1[C@@H]3C[C@H]4[C@@H](C/C(=N\O)[C@H]5C[C@@H](O)CC[C@@]54C)[C@@H]3CC[C@H]1[C@]2(C)O,15%,2%
O=c1cnc2cncnc2n1Cc1ccc(F)cc1,7%,5%
CCC[C@@H]1C[C@@]1(CCC)[C@@H](NC(=O)Oc1ccccc1)c1ccc(C(=O)OC)cc1,-16%,-1%
CC(=O)NCCNc1ncnc2ccc(-c3ccccc3Cl)cc12,-4%,12%
C[C@@H]1c2ccccc2CN1CC1=NCCN1,-33%,-5%
COc1ccc(-c2oc3cc(OC)ccc3c2C(=O)c2ccc(C#N)cc2)cc1,20%,5%

# Given with values under each structure: part of the list above
# Each structure is followed by: RORgamma inh	VP16 counter
- CCC[C@@H]1C[C@@]1(CCC)[C@@H](NC(=O)Oc1ccccc1)c1ccc(C(=O)OC)cc1
→ -16%	-1%
- C=CCC(C)(Nc1ccccc1)C(=O)OCC (stereo unspecified)
→ -3%	5%
- COc1ccc(OC)c2c(=S)c3ccccc3[nH]c12
→ -42%	-16%
- O=C(c1ccco1)N1CCC2(CCCN(Cc3ccccc3)C2)CC1
→ 0%	-17%
- CC1CC=CC2C1C(=O)N(Cc1ccccc1)C2c1ccc(-c2ccc(F)cc2)cc1F (stereo unspecified)
→ 27%	-11%
- C=C[C@]1(C)CC(=O)[C@@]2(O)[C@@]3(C)C(O)CCC(C)(C)C3C(O)C(OC(C)=O)[C@@]2(C)O1 (stereo partly specified)
→ 1%	5%
- Cc1noc(C)c1-c1ccc2ncnc(NCc3cccnc3)c2c1
→ -38%	-6%

# Later entries.
SMILES,RORgamma inh,VP16 counter
COc1cccc(C2=Nn3c(nnc3-c3ccc(OC)c(OC)c3)SC2)c1,-40%,0%
CC1CC2(C)Oc3ccccc3C3OCC1(COC(=O)Nc1ccccc1)C(C)C32 (stereo unspecified),3%,29%
O=C(OC[C@@H]1O[C@@](O)(COC(=O)c2cccnc2)[C@H](OC(=O)c2cccnc2)[C@H]1OC(=O)c1cccnc1)c1cccnc1,1%,6%
CCC[C@@H]1O[C@@H]2C[C@@H]3[C@H]4CCC5=CC(=O)C=C[C@@]5(C)[C@H]4[C@H](O)C[C@@]3(C)[C@@]2(C(=O)CO)O1,-31%[16.9 µM],-2%[17 µM]
COC(=O)[C@@]1(Cc2ccc(OC)cc2)[C@H]2c3cc(C(=O)N(C)C)n(CCc4ccc(O)c(OC)c4)c3C[C@H]2CN1C(=O)c1ccccc1,-6%,6%
CC1(C)OC(C(O)(c2cccc3c2oc2ccccc23)c2cccc3c2oc2ccccc23)C(C(O)(c2cccc3c2oc2ccccc23)c2cccc3c2oc2ccccc23)O1 (stereo unspecified),-2%[10 µM],0%[10 µM]
CC(C)C[C@@H](NC(=O)[C@@H](O)[C@H](N)Cc1ccccc1)C(=O)O,1%,2%
COC(=O)N1CCC2(CC1)CCN(c1ccncc1)CC2,-30%,-3%
O=C1C[C@@H](c2ccc(O)c(O)c2)Oc2c1ccc(O[C@@H]1O[C@H](CO)[C@@H](O)[C@H](O)[C@H]1O)c2O,-6%,-12%
CC/C=C/C/C=C/C/C=C/CCCCCCCC(=O)OCC,u,-10%
Nc1ccn([C@@H]2CC[C@H](CO)O2)c(=O)n1,-14%[16.9 µM],5%[17 µM]
CC/C=C\C/C=C\C/C=C\CCCCCCCCCCCC(=O)O,-1%,4%
COc1ccccc1CNc1ncncc1-c1ccccc1OC,u,16µM*
CC(C)CN1CCC2(CC1)CCN(C(=O)c1ccco1)CC2,2%,-3%
CCCCN1CCC(CCC(=O)c2cc(Cl)c(N)cc2OC)CC1,-12%,-3%
COc1cccc(Cn2c(=O)c(-c3cn(C)c4ccccc34)nc3cnc(OC)nc32)c1,-18%,5%
C=CCOC(=O)C(C(C)=O)C(NC(=O)OC)c1ccc(Cl)cc1 (stereo unspecified),3%[10 µM],6%[10 µM]
Cc1ccc(SCC(c2ccccc2)N2CCN(CCc3ccccc3)CCC2=O)cc1 (stereo unspecified),u,-6%
CCCCC[C@H](O)/C=C/[C@H]1C(=O)C=C[C@@H]1C/C=C\CCCC(=O)O,-17%,-14%
COC(=O)[C@@]1(Cc2ccccc2)[C@H]2c3cc(C(=O)N4CCCC4)n(Cc4cc(F)cc5c4OCOC5)c3C[C@H]2CN1C(=O)c1ccccc1,9%,0%

# An excerpt from above in order of heavy-atom count, ascending.
SMILES,RORgamma inh,VP16 counter
COC(=O)N1CCC2(CC1)CCN(c1ccncc1)CC2,-30%,-3%
COc1cccc(C2=Nn3c(nnc3-c3ccc(OC)c(OC)c3)SC2)c1,-40%,0%
Cc1ccc(SCC(c2ccccc2)N2CCN(CCc3ccccc3)CCC2=O)cc1 (stereo unspecified),u,-6%

# Carrying on.
SMILES,RORgamma inh,VP16 counter
CC1=CC2C(C)(C)CC(=O)C[C@]2(C)CC1COc1ccc2c(c1)CC(=O)C=C2 (stereo partly specified),-2%,-13%
C=C1CCC2C(CC2(C)C)C(=C)CC/C1=N/O (stereo unspecified),-10%,2%
CC1CCC2C(=O)N3C(CCC(C)[C@@H]3c3cccc(N4CCOCC4)c3)C(=O)N2C1c1cccc(N2CCOCC2)c1 (stereo partly specified),-2%[10 µM],4%[10 µM]
CS(=O)(=O)Nc1cccc(-c2nc(NCCN3CCOCC3)c3ccccc3n2)c1,6%,5%
CC(=O)OC1CC(OC(C)=O)[C@]2(C)C(CC(=O)[C@]3(C)C2CC[C@@]2(C)C(C(=O)O)OC(=O)C4OC423)C1(C)C (stereo partly specified),-9%,5%
C=CCC(C)(O)C#Cc1ccccc1 (stereo unspecified),-6%,1%
CCC1=C2CC[C@H]3C(=O)NC(=O)[C@H]3[C@H]2[C@@]2(C)C(=NCC3CC3)OC(=O)N2C1=O,-9%,-15%
COc1ccc(C(=O)N2CCC3(CCCN(c4ccncc4)C3)CC2)cc1,-5%,6%
Nc1nc(=S)c2ncn([C@H]3O[C@@H](CO)[C@@H](O)[C@@H]3O)c2[nH]1,-2%[16.9 µM],-4%[17 µM]
Fc1ccc(Nc2ccnc(-c3ccccc3C(F)(F)F)n2)cc1,9%,2%
COCCNc1ccnc(-c2ccccc2C(F)(F)F)n1,12%,0%
Cc1noc(C)c1C(=O)N1CCC[C@@]2(CCN(c3ccccn3)C2)C1,-18%,-4%
CC(=O)OC[C@@H]1O[C@H](CCO/N=C(\C)CCC(=O)OC[C@@H]2O[C@H](C#Cc3ccccc3)C=C[C@@H]2Oc2ccc(C)cc2)C=C[C@@H]1OC(C)=O,14%[10 µM],6%[10 µM]

# Entries shown so far containing a CF3 group, in the order listed:
SMILES,RORgamma inh,VP16 counter
Fc1ccc(Nc2ccnc(-c3ccccc3C(F)(F)F)n2)cc1,9%,2%
COCCNc1ccnc(-c2ccccc2C(F)(F)F)n1,12%,0%

# The list is partial; the hit share may differ from the screen's.
